RECQ1 helicase: RECQ1 (human) helicase inhibition | Potency, µM (top dose mostly 57.3 µM), without a hit: at the highest dose activity, negative = inhibition, most hits filed as inhibitors | RECQ1 DNA unwinding, red fluorescence kinetic read | 240,000 tested, 0.54% active;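 note: plate controls were vehicle for no effect and no enzyme for full effect; nearly all actives have a fitted effect of over 30% in size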
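50 nM RECQ1T1 preincubated 15 min with compound in Tris pH 8.0 buffer with MgCl2, DTT, Tween-20 and 2.5 ug/ml poly(dI-dC); started with 200 nM TAMRA/BHQ-2 forked duplex and 2 mM ATP. Unwinding read as fluorescence (525/598 nm), two reads 2 h apart.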
KDM4E inh: inhibitors of human JMJD2E histone demethylase; JMJD2E catalytic domain, FDH-coupled NADH fluorescence (FDH is formaldehyde dehydrogenase); Potency, µM (series often up to 57.1 µM), for inactives: top-dose activity change, negative = inhibition, actives largely listed as inhibitors; 230,000 tested, 1.6% active; active = well fitted inhibition curve with a large enough effect, not every such curve was filed as active; inconclusive = small, poorly fitted or top-dose-only effect, or another doubt; inactive = no such curve, though single readings can be large or run the other way;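 note: 0% = wells with enzyme and -100% = buffer wells without enzyme; nearly all actives have a fitted effect of over 50% in size; many of its hits are not listed in these tables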
L3MBTL1 inh: L3MBTL1 (human) inhibition | Potency, µM (titrated, usually from 57.1 µM), without a hit: at the top dose activity, negative = inhibition, most hits filed as inhibitors | Q9Y468 | AID 485360 | 230,000 tested, 0.66% active | AlphaScreen L3MBTL1–H3K9me1 peptide binding; note: nearly all actives have a fitted effect of over 60% in size
Target sequence (Q9Y468 whole entry, looked up): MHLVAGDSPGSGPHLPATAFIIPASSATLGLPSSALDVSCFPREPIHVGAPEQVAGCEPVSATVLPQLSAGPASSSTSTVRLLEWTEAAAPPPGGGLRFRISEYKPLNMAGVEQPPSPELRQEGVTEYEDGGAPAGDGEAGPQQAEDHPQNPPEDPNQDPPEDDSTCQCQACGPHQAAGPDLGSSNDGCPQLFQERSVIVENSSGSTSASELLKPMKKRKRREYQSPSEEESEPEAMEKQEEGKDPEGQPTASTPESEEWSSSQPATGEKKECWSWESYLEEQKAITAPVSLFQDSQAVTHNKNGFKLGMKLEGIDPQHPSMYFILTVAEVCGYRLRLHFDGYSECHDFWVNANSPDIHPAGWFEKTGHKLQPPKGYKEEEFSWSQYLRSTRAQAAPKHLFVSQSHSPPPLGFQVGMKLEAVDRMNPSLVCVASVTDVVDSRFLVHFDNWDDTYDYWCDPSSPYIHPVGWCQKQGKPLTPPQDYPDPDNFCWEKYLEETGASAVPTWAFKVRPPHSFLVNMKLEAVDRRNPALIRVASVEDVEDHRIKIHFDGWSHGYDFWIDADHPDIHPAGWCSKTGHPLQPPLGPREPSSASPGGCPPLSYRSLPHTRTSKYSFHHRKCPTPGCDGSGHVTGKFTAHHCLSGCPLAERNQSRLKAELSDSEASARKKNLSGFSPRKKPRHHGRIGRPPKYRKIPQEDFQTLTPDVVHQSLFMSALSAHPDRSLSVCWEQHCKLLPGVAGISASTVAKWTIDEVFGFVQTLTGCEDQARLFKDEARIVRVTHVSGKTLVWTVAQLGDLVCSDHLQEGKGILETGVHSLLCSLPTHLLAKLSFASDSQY
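AlphaScreen proximity signal between nickel-chelate acceptor and streptavidin donor beads (final 10 ug/mL) reports binding of 50 nM L3MBTL1 to 75 nM biotin-H3 K9me1 peptide; complex incubated with compounds 30 min at room temperature; cefsulodin titration as control.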
GoLoco inh red: inhibitors of human Gai1-RGS12 GoLoco interaction (red fluorophore); Gai1:RGS12 GoLoco peptide FP, rhodamine, 10 min; AID 880; Potency, µM (titrated, usually from 61.6 µM), inactives show at the top dose activity, negative = inhibition, hits mostly inhibitors; P63096; 230,000 tested, 0.44% active; active = well fitted inhibition curve with a large enough effect, not every such curve was filed as active; inactive = no such curve, though single readings can be large or run the other way; note: nearly all actives have a fitted effect of over 30% in size; many of its hits are not listed in these tables
Tau FP inhib: blocks human tau fibril formation measured by polarization; K18 P301L tau heparin fibrillization, Alexa594 FP, 6 h; P10636; 280,000 tested, 0.39% active; Potency, µM (highest dose often 57.7 µM), for the others: at the top dose activity, negative = inhibition, hits mostly inhibitors; note: nearly all actives have a fitted effect of over 55% in size
Target sequence (P10636 561-689 P618L limits assumed): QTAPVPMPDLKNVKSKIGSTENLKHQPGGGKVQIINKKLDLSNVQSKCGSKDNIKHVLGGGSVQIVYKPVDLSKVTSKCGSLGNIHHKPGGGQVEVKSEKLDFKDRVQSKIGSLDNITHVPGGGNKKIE
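Quantitative HTS format: compounds meet 15 uM recombinant K18 P301L tau and Alexa 594-tau tracer in 100 mM sodium acetate pH 7; 20 uM heparin triggers fibrillization at 37 C over 6 hr; FP gives the signal.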
TRb-SRC2 inh: disrupts binding of human TR beta to SRC2 | P10828 | TRbeta-SRC2 peptide binding, fluorescence polarization; receptor liganded with 1 µM T3 | Potency, µM (top dose mostly 106 µM), for inactives: at the highest dose activity change, negative = inhibition, hits mostly inhibitors | 280,000 tested, 0.065% active;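 note: plate controls were bound peptide for no effect and peptide without receptor for full effect; nearly all actives have a fitted effect of over 50% in size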
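Fluorescence polarization of 20 nM Texas Red SRC2 peptide (20-aa NR interaction domain) bound to 0.6 uM human TRb ligand-binding domain, with 1 uM T3, after 5 hr at ambient temperature; inhibition seen as decreased polarization.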
Tau fibril ThT: blocks human tau fibril formation measured by thioflavin T. P10636. recombinant tau K18 P301L, heparin-induced fibrillization, ThT fluorescence. Potency, µM (series often up to 57.4 µM), without a hit: at the highest dose activity, negative = inhibition, actives largely listed as inhibitors. 270,000 tested, 2.1% active. AID 1460; note: nearly all actives have a fitted effect of over 55% in size
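Using a mix of unlabeled (15 uM) and Alexa 594-labeled (0.24 uM) tau K18 P301L, heparin-triggered fibrillization over 6 hr at 37 C was scored by ThT fluorescence.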
TR SRC2 fluor cs: counter-screen for TRb-SRC2 inhibitors: fluorescence interference. Potency, µM (highest dose often 106 µM), for the others: at the highest dose fluorescence change, negative = quenching. AID 1479. TRb/SRC2 Texas Red total fluorescence interference. 280,000 tested, 0.29% active; active = well fitted curve in either direction with a large enough effect; inconclusive = small, poorly fitted or top-dose-only effect
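Flags fluorescent or light-absorbing compounds by total fluorescence, S + 2P, at 555 nm excitation and 632 nm emission. Mixture: 20 nM Texas Red SRC2 peptide, 0.6 uM human TRb LBD, 1 uM T3, 5% DMSO; compound exposure 5 h at ambient temperature.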
An asterisk follows results filed as active; i = inactive; ? = inconclusive; . = not tested or not shown; & = joins results of further samples; [ ] = remark or other dose. Unless noted, calls come from the whole dose curve; as a rule, active = well fitted curve in the direction sought with a large enough effect; inconclusive = small, poorly fitted or top-dose-only effect, or another doubt; inactive = no such curve, though single readings can be large; an effect the other way counts as inactive or inconclusive. Unless noted, % is set by controls: 0 for no effect and ±100 for the full control effect; potency is the fitted concentration of half-maximal effect.

SMILES | RECQ1 helicase | KDM4E inh | L3MBTL1 inh | GoLoco inh red | Tau FP inhib | TRb-SRC2 inh | Tau fibril ThT | TR SRC2 fluor cs
Cc1cc(C)n(CC(C)O)c(=O)c1C#N (stereo not given) | -4% | ? | -1% | 6% | 14% | -3% | -5% | 1%
c1nc(N2CCC3(CC2)OCCO3)c2[nH]cnc2n1 | -11% | 6% | -2% | -13% | -6% | 0% | -4% | -1%
CCc1ccc(-n2c(Cc3ccccc3)nnc2SCc2nc(-c3cccs3)no2)cc1 | . | . | . | . | 8% | -26%[53 µM] | ? | ?
COc1ccc(Nc2nnc(Cc3ccccc3)c(=O)[nH]2)c(OC)c1 | -6% | -2% | 0% | . | -5% | 12% | -1% | 3%
O=C(COC(=O)c1cc(-c2cccs2)nc2ccccc12)NC1CCS(=O)(=O)C1 (stereo not given) | -6% | ? | . | 10% | ? | 2% | -19% | -3%
O=C(CCNS(=O)(=O)c1ccc2c(c1)CCN2C(=O)C1CC1)N1CCN(c2ccc(F)cc2)CC1 | . | . | . | . | 13% | -10% | -17% | ?
CC1(C)O[C@H]2[C@@H](O1)[C@@H](C(=O)Nc1ccccc1O)O[C@@H]1OC(C)(C)O[C@@H]12 | . | . | . | . | 5% | 5% | 5% | 1%
COC(=O)[C@@]1(Cc2ccccc2)[C@H]2c3cc(C(=O)N4CCCC4)n(C)c3C[C@H]2CN1C(=O)c1ccccc1 | -7% | ? | . | 1% | 2% | 1% | -5% | -4%
COc1cccc(C(=O)NCCCn2ccnc2)c1 | i | -7% | 1%[11.4 µM] | 1% | 0% | -2% | -3% | 1%
O=C(NCCc1ccccc1Cl)c1ccc2c(=O)n(-c3ccccc3)c(=O)[nH]c2c1 | . | . | . | . | -12% | -5% | -8% | 0%
Cc1ccc(C)c(NS(=O)(=O)c2ccc(OCC(=O)NCc3ccccn3)cc2)c1 | i | 2% | 6% | 8% | -2% | 3% | -8% | 2%
CCOc1ccc(-c2csc(NC(=O)c3ccc(S(=O)(=O)N4CCc5ccccc5C4)cc3)n2)cc1 | 0% | ? | 3% | 15% | ? | 12% | -6% | 0%
CC(=O)NCc1ccc(S(=O)(=O)N/N=C/c2ccccc2)cc1 | 9% | ? | -4% | 7% | -7% | 8% | 0% | -6%
COc1ccc(NC(=O)NCCc2ccc(Cl)cc2)cc1OC | 9% | 2% | -12% | -2% | -1% | -3% | 0% | 3%
Cc1ccc(S(=O)(=O)Oc2ccc(N=Nc3ccc(-c4ccc(N=Nc5c(O)ccc6cc(S(=O)(=O)O)cc(S(=O)(=O)O)c56)c(C)c4)cc3C)cc2)cc1 | 25µM* | . | . | 152%[activator] | . | ? | . | -8%
CCC(=O)N1CCc2cc(S(=O)(=O)CCC(=O)Nc3ccc(Cl)c(C(F)(F)F)c3)ccc21 | . | . | . | . | ? | 3% | 4% | 0%
CCOc1ccc(NC(=O)Cn2ccn3nc(-c4ccc(OC)c(OC)c4)cc3c2=O)cc1 | . | . | . | . | 5% | 2% | -2% | -2%
COc1cc(CO)cc(-c2cc(CO)cc(OC)c2OC)c1OC | 3% | -8% | 6% | 0% | 2% | 0% | 7% | 3%
NC(=NCCc1c[nH]c2ccccc12)NC(=O)c1ccc(Cl)cc1 | 17% | -12% | ? | 8% | -5% | -11% | -4% | -2%
CCc1ccc(NC(=O)N2CCN(c3ccc(F)cc3)CC2)cc1 | i | -12% | -10% | 5% | -1% | 7% | ? | 0%

(more compounds)
SMILES | RECQ1 helicase | KDM4E inh | L3MBTL1 inh | GoLoco inh red | Tau FP inhib | TRb-SRC2 inh | Tau fibril ThT | TR SRC2 fluor cs
O=C(Nc1ccccc1)N1CCSc2cc(Cl)ccc21 | 0% | -4% | 7% | 4% | -7% | -2% | -3% | -2%
N#Cc1cc2c(OCC(O)CN3CCN(C(c4ccccc4)c4ccccc4)CC3)cccc2[nH]1 (stereo not given) | -7%&8% | . | . | 0%&7% | 28µM* | 8%&-2% | -12%&-8% | -2%&-1%
COC(=O)c1ccc(C)c(NC(=S)NCc2ccc(Cl)cc2)c1 | 0% | 0% | 1% | 8% | 5% | 6% | -12% | 2%
CCCc1cc(=O)[nH]c(SCCOc2ccc(Cl)cc2)n1 | -5% | -3% | 2% | 5% | 0% | -3% | ? | -2%
Cn1ccnc1C(O)(c1nnc(-c2ccccc2)o1)C(F)(F)F (stereo not given) | -6% | -27% | 13% | 7% | -1% | -12% | 1% | 0%
C/C(=C\C(=S)Nc1ccccc1)Nc1cccc2ccccc12 | -6% | ? | -26% | 2% | -9% | 1% | ? | 0%
COc1cccc(-n2nnnc2SCC(=O)NCCc2ccc(OC)c(OC)c2)c1 | 6% | -11% | 0% | 6% | -9% | 5% | ? | -1%
CCOc1ccc(-c2nc(S(=O)(=O)c3ccccc3)c(NCc3cccnc3)o2)cc1 | 3% | ? | -20% | 7% | 0% | -7% | 2% | -1%
OCCC1CN(Cc2nc3c(s2)CCCC3)CCN1CCc1ccccc1 (stereo not given) | i | -1% | 1% | -11% | 2% | -2% | -3% | -5%
COc1ccc(C(=O)Nc2ccc(Cl)cc2C(=O)NCc2ccco2)cc1 | 3% | 0% | 19% | 12% | ? | 2% | 5% | -7%
CC(C)(C)NC(=O)C1CC(=O)OC12CCOC(C)(C)C2 (stereo not given) | i | 6% | 8% | -9% | 4% | 1% | 5% | -3%
CCOC(=O)C1=C(C)Nc2nc(SCC(=O)OC)nn2C1c1cc(F)cc(F)c1 (stereo not given) | -9% | 6% | 5% | 1% | 3% | -11% | -17% | -2%
Cc1ccc(C(NC(N)=O)c2ccccc2C)cc1 (stereo not given) | -6% | -5% | . | 4% | -3% | 12% | -6% | 0%
C(=C\c1nc(-c2cccnc2)no1)/c1ccccc1 | 0% | 4% | -4% | 9% | -8% | 1% | -2% | -1%
COC(=O)c1ccc(Sc2ccccc2NS(=O)(=O)c2ccc(NC(C)=O)cc2)nc1 | 3% | 2% | -3% | -5% | -14% | -8% | ? | -4%
CCOCc1[nH]c(=S)[nH]c(=O)c1Cc1ccc(OCC)cc1 | -2% | 1% | 33%[activator] | 17% | -14%[2.34 µM] | -2% | -2% | -6%
CSc1ncc(Cl)c(C(=O)Nc2c(C(=O)Nc3cccc(Cl)c3)oc3ccccc23)n1 | . | . | . | . | -18% | 4% | 5% | -25%
O=C(NCc1cccs1)C1CC1 | i | -15% | -7%[11.4 µM] | -1% | 3% | 1% | 7% | 1%
Cc1ccc(C)c(NC(=S)Nc2cccnc2)c1 | -6% | ? | . | 5% | 4% | -6% | -2% | 1%
Cc1ccc(NNC(=O)c2c(C)noc2C)cc1Cl | 0% | -29% | -5% | 14% | -9% | -5% | -12% | -6%

Reprinted from the part before: two entries; new compounds follow.
SMILES | RECQ1 helicase | KDM4E inh | L3MBTL1 inh | GoLoco inh red | Tau FP inhib | TRb-SRC2 inh | Tau fibril ThT | TR SRC2 fluor cs
Cc1ccc(C)c(NC(=S)Nc2cccnc2)c1 | -6% | ? | . | 5% | 4% | -6% | -2% | 1%
Cc1ccc(NNC(=O)c2c(C)noc2C)cc1Cl | 0% | -29% | -5% | 14% | -9% | -5% | -12% | -6%
CCc1ccc(NC(=O)CCS(=O)(=O)c2ccc3c(c2)n(C)c(=O)c(=O)n3C)cc1 | . | . | . | . | -8% | -1% | -4% | -2%
Cc1cccc(OC(=O)C2C(c3ccccc3)C(C(=O)O)C2c2ccccc2)c1 (stereo not given) | 3% | -10% | . | -5% | 9% | 7% | -1% | -3%
COc1ccc(NC(=O)CSc2nnc(-c3cccnc3)o2)cc1 | -4% | -6% | . | 9% | -6% | 3% | -6% | 1%
CCOC(=O)NC(c1ccc(C(C)C)cc1)C(Cl)(Cl)Cl (stereo not given) | -9% | -9% | 19% | 8% | 11% | 4% | -9% | 0%
CCOc1cc(NC(=O)c2cccs2)c(OCC)cc1NC(=O)c1ccccn1 | 12% | 7% | 7% | 4% | -5% | 4% | 1% | -2%
Cc1cccc(-c2cc(N)n(-c3ccccc3)n2)c1 | i | -7% | ? | -2% | 7% | -6% | -9% | -4%
C#CCOCCOCCOCCNc1nc(N2CCN(C(=O)[C@H](CCCCN)n3cc(C(N)CO)nn3)CC2)nc(N2CCN(C(=O)[C@H](CCC(=O)O)n3cc(C(N)Cc4ccc(O)cc4)nn3)CC2)n1 (stereo not given in full) | i | 12% | . | -3% | 0% | 14% | 9% | -2%
COc1ccc(N/C(=C(/C(Cl)=C(Cl)Cl)[N+](=O)[O-])n2nnc3ccccc32)cc1 | -3% | ? | . | 1% | 3% | -15% | ? | 0%
COc1ccc2[nH]c3c(=O)n(/N=C/c4ccc(OC)c(CN5CCCC5)c4)c(C)nc3c2c1 | -7% | ? | -24% | 23% | 0% | -8% | ? | -2%
Cc1c(NC(=O)CN2C(=O)NC(C)(c3ccc4c(c3)OCCO4)C2=O)c(=O)n(-c2ccccc2)n1C (stereo not given) | -3% | -5% | 2% | . | -3% | 7% | -2% | -1%
Cc1nn(-c2ccccc2)c(N)c1-c1ccccc1 | -7% | 0% | 18% | -2% | 8% | 1% | -6% | -1%
COCCCNC(=O)/C=C/c1c(Cl)cccc1Cl | -9% | 2% | 6% | -10% | 7% | -3% | 0% | -2%
CCc1ccc(CNC(=O)c2sc3ncccc3c2-n2c(C)ccc2C)cc1 | . | . | . | . | -1% | 4% | -9% | -29%
Cc1ccc(-c2cc(C(F)F)n3ncc(C(=O)N4CCc5ccccc54)c3n2)cc1 | 3% | 9% | 0% | 9% | 1% | -3% | -7% | 1%
CCS(=O)(=O)N1CCC2(CC1)OC(=O)C(C)=C2C(=O)NCc1cccc(Cl)c1 | . | . | . | . | 3% | -6% | -2% | 0%
O=C(OCC(=O)N1CCCc2ccccc21)c1cccnc1Cl | -2% | -5% | 8% | . | 0% | 5% | -3% | -5%
Cc1cc(C(=O)NNC(=O)CCCCC(=O)NNC(=O)c2cc(C)[nH]n2)n[nH]1 | 2% | -4% | 12% | -19% | 0% | -3% | -10% | -1%
COCCN(Cc1ccc(C)c(Br)c1)S(=O)(=O)c1ccc2[nH]c(=O)ccc2c1 | . | . | . | . | -6% | -1% | 6% | ?
O=C(O)COc1ccc(/C=C/c2nc3ccc([N+](=O)[O-])cc3s2)cc1 | -3% | 1% | 8% | 9% | -11% | 10% | 2µM* | 0%

A portion of the library, so the mix of outcomes need not match the whole.
